High-throughput results: PubChem, several laboratories
MEKK2 WT-MEK5 = raises or lowers MEK5 binding to wildtype human MEKK2 PB1 domain; binding response (% of control), % at 10 µM; AID 1531; Q9Y2U5; bead flow cytometry, Alexa488-MEK5 binding to MEKK2 WT; actives lie on both sides; 290,000 tested, 1.1% active; in the data active = binding response below about 67% or above about 130%
OXTR potentiator = potentiates the human oxytocin receptor response; CHO-OTR cells, Fluo-8 calcium fluorescence, potentiator mode; 0% = oxytocin EC15, 100% = EC100; activation, % at 3 µM; 320,000 tested, 0.061% active; P30559;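 active = activation above that plate's cutoff, the mean activation of tested compounds plus 3 SD, cut at about 6.6% in these data, passing the limit was not always enough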;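 note: 100% uses oxytocin at 75 nM as the full agonist control; some results filed as inactive read as strong as hits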
Target sequence (P30559 whole entry, looked up): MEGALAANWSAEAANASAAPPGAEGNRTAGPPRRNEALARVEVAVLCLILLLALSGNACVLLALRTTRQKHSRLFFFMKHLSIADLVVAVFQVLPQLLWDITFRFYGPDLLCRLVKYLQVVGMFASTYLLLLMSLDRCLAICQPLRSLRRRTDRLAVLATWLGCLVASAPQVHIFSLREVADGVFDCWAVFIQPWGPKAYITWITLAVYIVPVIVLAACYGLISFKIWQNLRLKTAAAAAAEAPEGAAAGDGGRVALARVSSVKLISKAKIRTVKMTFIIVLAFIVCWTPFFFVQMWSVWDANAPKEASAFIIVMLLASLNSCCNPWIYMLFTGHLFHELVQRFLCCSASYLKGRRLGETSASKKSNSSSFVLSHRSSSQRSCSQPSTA
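assay system = CHO-OTR cells, human receptor | schedule = compound 6 min at room temperature before oxytocin, 100 s read | detection = Fluo-8 intracellular calcium fluorescence, ex 470-495, em 515-575 nm | evaluation = normalized max/min fluorescence ratio, % activation | control set = EC15 oxytocin alone as 0%, 75 nM oxytocin (EC100) as 100%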
M18AAP inhibitor = blocks P. falciparum M18 aspartyl aminopeptidase; recombinant PfM18AAP, H-Glu-NHMec fluorogenic cleavage; inhibition, % at 7.35 µM; 290,000 tested, 1.2% active; AID 1822;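 active = inhibition above the campaign mean inhibition over all tested compounds plus 3 SD, cut at about 28% in these data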;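 note: 0% = plate median of test compound wells and 100% = 2 mM ZnCl2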
GalR3 antagonist = antagonists of human GalR3; inhibition, % at 3 µM; HEK293 GalR3-CNG cAMP membrane potential fluorescence; galR3 body fused to GalR1 C-terminus; 360,000 tested, 0.44% active;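 active = inhibition above the screen-wide average plus 3 SD, cut at about 13% in these data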;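 note: forskolin and galanin both at EC90 stimulate the cells; cAMP rise reported by CNG channel membrane potential dye signal; 0% = forskolin plus galanin with DMSO and 100% = forskolin alone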
Target sequence (O60755 1-299 limits assumed): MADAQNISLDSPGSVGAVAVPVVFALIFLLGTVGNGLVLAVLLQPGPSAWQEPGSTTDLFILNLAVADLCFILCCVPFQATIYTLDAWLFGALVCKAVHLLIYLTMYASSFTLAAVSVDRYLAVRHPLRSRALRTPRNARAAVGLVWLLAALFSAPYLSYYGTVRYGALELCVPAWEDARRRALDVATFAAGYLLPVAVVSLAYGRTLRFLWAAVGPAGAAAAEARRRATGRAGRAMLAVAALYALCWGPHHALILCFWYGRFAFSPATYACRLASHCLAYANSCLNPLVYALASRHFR
V1R ag counter = activates human V1a receptor in oxytocin agonist counter-screen | AID 2797 | P37288 | 320,000 tested, 0.25% active | activation, % at 3 µM | CHO-V1R cells, Fluo-8 calcium fluorescence, agonist mode; 0% DMSO, 100% 3 nM vasopressin;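 active = activation above the mean activation of all tested compounds plus 3 SD, per screening run, cut at about 20% in these data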;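 note: signal is peak over basal fluorescence ratio across a 100 second FLIPR read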
NALP1 inh = blocks the NALP1 inflammasome reconstituted in yeast | inhibition, % at 10 µM | 280,000 tested, 0.61% active | AID 2071 | S. cerevisiae NALP1/ASC/caspase-1 growth, X-gal OD620, 72 h; in the data active = inhibition mostly above about 24%, no sharp cut-off; inactive = mostly below about 32%; note: some compounds called inactive have numbers as strong as hits
MEKK2mut PB1 HTS = signal of MEK5 binding to mutant human MEKK2 PB1 domain. bead flow cytometry, Alexa488-MEK5 binding to MEKK2 mutant. percent response, % at 10 µM. 290,000 tested, 0.35% active; in the data active = percent response above about 24%, passing the limit was not always enough; note: inactives centre near 1; some results filed as inactive read as strong as hits
GPR7 antag = blocks human GPR7 receptor signaling; 290,000 tested, 1.1% active; inhibition, % at 4.4 µM; GPR7-expressing cells, fluorescence antagonist assay; P48145; in the data active = inhibition above about 16%, passing the limit was not always enough;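 note: cells stimulated with the agonist NPW; 0% = agonist with vehicle and 100% = vehicle without agonist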
Target sequence (P48145 whole entry, looked up): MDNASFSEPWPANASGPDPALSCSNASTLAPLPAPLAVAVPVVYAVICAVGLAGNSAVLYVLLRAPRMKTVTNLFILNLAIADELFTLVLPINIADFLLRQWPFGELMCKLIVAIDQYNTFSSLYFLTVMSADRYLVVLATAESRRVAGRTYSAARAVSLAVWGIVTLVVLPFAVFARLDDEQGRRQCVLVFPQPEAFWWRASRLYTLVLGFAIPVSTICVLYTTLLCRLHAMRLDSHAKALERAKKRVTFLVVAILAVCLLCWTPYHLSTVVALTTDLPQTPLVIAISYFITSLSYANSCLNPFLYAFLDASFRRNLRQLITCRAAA
OXTR ag = human OXTR agonism; P30559; activation, % at 3 µM; 320,000 tested, 0.32% active; CHO-OTR cells, Fluo-8 calcium fluorescence; normalized: DMSO 0%, oxytocin 100%;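 active = activation above the mean of all tested compounds plus 3 SD, cutoff set per screening run, cut at about 20% in these data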;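 note: peak over basal fluorescence ratio from a 100 s FLIPR kinetic read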
* = called active by the depositor; . = no result given.

compound,GPR7 antag,GalR3 antagonist,OXTR potentiator,OXTR ag,NALP1 inh,M18AAP inhibitor,V1R ag counter,MEKK2 WT-MEK5,MEKK2mut PB1 HTS
COc1ccc(N=Nc2ccc3ccccc3c2)c(O)c1,-7.5,-9.6,6.6,1.6,3.1,-9.3,1.3,110.0,4.0
O=C(Cn1c(C(=O)N2CCc3ccccc3C2)cc2sccc21)c1ccccc1,-1.9,.,-9.1,-1.5,17.5,-2.4,-0.3,87.0,-8.0
O=C(Nc1nc(-c2cccc(Br)c2)cs1)Oc1ccccc1,8.5,-4.1,-12.4,1.5,5.1,-7.9,-0.6,95.0,1.0
COc1ccccc1OC(=O)Nc1ccc(Cl)cc1,-5.2,-8.8,-18.1,12.1,-0.3,2.7,12.3,103.0,7.0
COc1ccccc1N1CCN(CCN2C(=O)CC(=C3c4ccccc4-c4ccccc43)C2=O)CC1,-16.6,.,-1.5,-0.1,.,7.3,-1.3,99.0,4.0
Cc1ccc(C(=O)COC(=O)c2ccc(Br)o2)cc1C,-3.3,-6.5,-15.6,-1.7,9.2,-2.7,0.1,98.0,1.0
CC1CCC(NC(=O)CN(C)S(=O)(=O)c2ccc3c(c2)CCC(=O)N3)CC1 (configuration not stated),-7.5,-9.4,-2.7,1.2,12.7,0.3,2.6,103.0,4.0
CC(NC(=O)c1ccco1)c1ccc2c(c1)OCO2 (configuration not stated),-4.7,2.9,0.1,0.8,10.8,-1.3,0.3,106.0,5.0
C[C@@H]1C2CC(C/C2=N\NC(=O)c2ccncc2)C1(C)C (some centres not stated),-8.0,-6.7,-8.4,0.8,27.7,-7.5,1.8,97.0,-2.0
O=C(Cc1cccs1)N1CCN=C1SCc1ccccc1Cl,-4.8,-1.3,-4.5,-0.6,4.2,-11.2,3.1,97.0,-4.0
COc1cccc(NC(=O)c2cc(S(=O)(=O)N3CCc4ccccc43)cn2C)c1,-8.5,.,-4.5,-0.5,10.9,0.0,0.3,98.0,-7.0
CC(=O)NCCn1c(SCc2ccc(C)cc2)nc2ccccc2c1=O,-5.9,-3.4,-5.8,-0.1,2.1,-0.7,5.4,98.0,4.0
NC(=O)c1cccnc1OCC(F)(F)F,-12.1,0.2,2.4,-0.1,3.6,-0.7,-0.4,98.0,1.0
CC(C)CC(C(=O)OCC(=O)c1c(N)n(C)c(=O)n(C)c1=O)N1C(=O)c2ccccc2C1=O (configuration not stated),-10.2,-3.7,-11.2,4.5,19.4,-2.9,2.0,104.0,-1.0
CC12CCC(=O)N1C(C(=O)Nc1ccc(Cl)c(Cl)c1)CS2 (configuration not stated),.,-2.2,-0.9,-2.8,.,.,3.2,.,.
O=C(c1ccccc1[N+](=O)[O-])N1CCC(Cc2ccccc2)CC1,-0.3,-7.2,-4.2,1.0,-7.2,2.5,0.5,105.0,6.0
O=C(Nc1ccc(S(=O)(=O)Nc2nccs2)cc1)C1CC(=O)N(c2ccc(Cl)cc2)C1 (configuration not stated),-7.5,-8.0,-3.6,1.8,4.9,-7.8,0.4,97.0,1.0
O=C(O)C(Cc1c[nH]c2ccccc12)N1C(=O)C2C3c4ccccc4C(c4ccccc43)C2C1=O (configuration not stated),-2.2,-6.8,-13.5,-0.1,3.6,1.0,-0.4,111.0,0.0
CC(=O)c1ccc(OCc2cc(C(=O)NC3CCCCC3)no2)cc1,13.8,-4.6,-9.9,1.6,14.7,-0.9,2.7,109.0,6.0
CC1CCCC(C)N1C(=O)CN1C(=O)C(C)(C)Oc2ccc(C(=O)NC3CCCCC3)cc21 (configuration not stated),-8.5,-2.8,-2.3,-0.7,.,7.5,0.3,104.0,-5.0
CCn1c(SCC(=O)N/N=C(\C)c2ccncc2)nnc1-c1ccc(C)cc1,-4.1,-2.1,1.9,-2.5,-2.4,-11.4,0.1,95.0,-6.0
CCC(=O)N(CCCN(C)C)c1nc(-c2cc(OC)ccc2OC)cs1,-1.5,-1.2,-4.1,2.4,34.7,-8.1,0.0,115.0,8.0
Cc1ccc(C)n1C(Cc1ccccc1)C(=O)O (configuration not stated),-7.8,.,.,.,-2.3,0.3,.,68.0,-18.0
Cc1ccc(N2CCN(c3ccc(NCc4nc5ccccc5n4C)cc3)CC2)cc1,-5.2,-5.2,-6.7,1.6,25.1,9.0,0.7,99.0,-1.0
COc1ccc(C2c3[nH]c4ccccc4c3C[C@H]3C(=O)N(c4ccccc4C(=O)N4CCC[C@H]4C(=O)O)C(=O)N23)cc1 (some centres not stated),-0.6,-5.2,2.1,1.5,11.2,5.2,0.2,103.0,1.0

Random excerpt: five entries already listed, in no set order.
compound,GPR7 antag,GalR3 antagonist,OXTR potentiator,OXTR ag,NALP1 inh,M18AAP inhibitor,V1R ag counter,MEKK2 WT-MEK5,MEKK2mut PB1 HTS
CC1CCCC(C)N1C(=O)CN1C(=O)C(C)(C)Oc2ccc(C(=O)NC3CCCCC3)cc21 (configuration not stated),-8.5,-2.8,-2.3,-0.7,.,7.5,0.3,104.0,-5.0
C[C@@H]1C2CC(C/C2=N\NC(=O)c2ccncc2)C1(C)C (some centres not stated),-8.0,-6.7,-8.4,0.8,27.7,-7.5,1.8,97.0,-2.0
CC(C)CC(C(=O)OCC(=O)c1c(N)n(C)c(=O)n(C)c1=O)N1C(=O)c2ccccc2C1=O (configuration not stated),-10.2,-3.7,-11.2,4.5,19.4,-2.9,2.0,104.0,-1.0
Cc1ccc(C(=O)COC(=O)c2ccc(Br)o2)cc1C,-3.3,-6.5,-15.6,-1.7,9.2,-2.7,0.1,98.0,1.0
CC12CCC(=O)N1C(C(=O)Nc1ccc(Cl)c(Cl)c1)CS2 (configuration not stated),.,-2.2,-0.9,-2.8,.,.,3.2,.,.

Whole records, looked up by structure. Order of screens: GPR7 antag, GalR3 antagonist, OXTR potentiator, OXTR ag, NALP1 inh, M18AAP inhibitor, V1R ag counter, MEKK2 WT-MEK5, MEKK2mut PB1 HTS
`CC1CCCC(C)N1C(=O)CN1C(=O)C(C)(C)Oc2ccc(C(=O)NC3CCCCC3)cc21` (configuration not stated) is listed with -8.5, -2.8, -2.3, -0.7, ., 7.5, 0.3, 104.0, -5.0
`CC(C)CC(C(=O)OCC(=O)c1c(N)n(C)c(=O)n(C)c1=O)N1C(=O)c2ccccc2C1=O` (configuration not stated) is listed with -10.2, -3.7, -11.2, 4.5, 19.4, -2.9, 2.0, 104.0, -1.0
`COc1ccc(N=Nc2ccc3ccccc3c2)c(O)c1` is listed with -7.5, -9.6, 6.6, 1.6, 3.1, -9.3, 1.3, 110.0, 4.0
`CC(=O)NCCn1c(SCc2ccc(C)cc2)nc2ccccc2c1=O` is listed with -5.9, -3.4, -5.8, -0.1, 2.1, -0.7, 5.4, 98.0, 4.0
`O=C(Nc1nc(-c2cccc(Br)c2)cs1)Oc1ccccc1` is listed with 8.5, -4.1, -12.4, 1.5, 5.1, -7.9, -0.6, 95.0, 1.0

(continued)
compound,GPR7 antag,GalR3 antagonist,OXTR potentiator,OXTR ag,NALP1 inh,M18AAP inhibitor,V1R ag counter,MEKK2 WT-MEK5,MEKK2mut PB1 HTS
COc1ccc(CCNC(=O)c2ccc(SC)cc2OC)cc1,4.8,1.7,-20.6,2.7,-4.7,0.7,1.0,103.0,4.0
COCCn1c(N)c(Sc2ccc(Cl)cc2)c(=O)[nH]c1=O,-2.1,-4.4,-0.7,0.8,-73.4,-0.3,0.2,95.0,-5.0
Cc1ccc(C)c(OCC(=O)Nc2ccc(S(=O)(=O)Nc3ccccn3)cc2)c1C,-6.5,-3.8,-11.1,-1.5,-10.6,-3.5,-0.5,102.0,-1.0
CC1(OC(=O)CCc2ccccc2)C(=O)C=C2C=C(c3ccc(C#N)cc3)N(C3CCCC3)C=C2C1=O (configuration not stated),.,-3.1,-14.9,-1.0,.,.,-0.9,124.0,3.0
O=C(CS(=O)CC(=O)Nc1ccccc1-c1ccccc1)Nc1ccc(F)cc1 (configuration not stated),-5.7,-0.4,-9.8,3.0,13.4,-9.2,3.6,97.0,2.0
CC12CCC(C(=O)NCCCN3CCOCC3)(C(Br)C1=O)C2(C)C (configuration not stated),-6.7,3.9,-3.4,0.1,6.0,-3.5,0.8,104.0,4.0
Cc1cc(C)n2c(SCc3ccc(C#N)cc3)nnc2n1,-3.4,-4.6,2.9,2.8,-23.4,0.2,1.1,96.0,-3.0
CCNC(=O)NC(=O)COC(=O)C1CSC2(C)CCC(=O)N12 (configuration not stated),-14.0,3.0,3.7,0.6,25.2,2.9,0.4,104.0,10.0
O=C(NCc1cccnc1)C(=O)NCC1CCCO1 (configuration not stated),-2.1,-2.5,-9.7,-0.5,8.6,2.9,-0.7,89.0,-9.0
O=C(CN1C(=O)CCS(=O)(=O)c2ccccc21)Nc1ccc(F)cc1,-3.8,-4.0,-2.6,1.7,23.5,-10.9,2.8,96.0,-3.0
Cc1ccc(-c2nnn(CC(=O)N(c3ccc(F)cc3)C(C(=O)NC3CCCC3)c3ccncc3)n2)o1 (configuration not stated),-2.2,-6.2,-5.0,-0.9,-5.5,-6.6,-0.2,100.0,-3.0
O=C(NCCCn1ccnc1)C(=O)NCc1ccc(Cl)cc1,-1.7,-2.8,-4.5,0.6,-79.5,5.4,-0.1,106.0,2.0
CCOC(=O)/C(C#N)=C1/C=CN(C)C=N1,-1.4,-2.5,4.0,1.5,-4.2,7.5,0.1,101.0,0.0
Cc1ccc(NC2=C(NC(=O)c3ccccc3)C(=O)c3ccccc3C2=O)cc1Cl,-8.5,-1.3,-4.6,-3.0,64.6*,-9.9,-0.9,114.0,12.0
O=C(C[n+]1ccccc1)N/N=C/c1ccc(O)cc1,-1.1,0.1,-3.5,0.3,26.4,-9.1,1.4,91.0,-6.0
CCC(C)(C(=O)NC1CCCCC1)N(Cc1ccco1)C(=O)Cc1cccs1 (configuration not stated),40.5*,-5.1,-9.3,-2.0,-9.5,1.2,-1.6,108.0,6.0
Cn1cnnc1SCC(=O)NC1CCCN(Cc2ccc(Cl)cc2)C1 (configuration not stated),-22.1,-3.2,-4.4,0.3,27.9,-10.3,-0.5,109.0,1.0
Cc1ccn2cc(C(=O)Nc3nnc(C)s3)nc2c1,-7.9,0.3,2.6,1.0,7.1,-1.1,1.0,99.0,-2.0
C=CCSc1nc(=O)n2cccc(C)c2n1,0.8,-7.2,-6.9,-1.1,.,-6.7,-0.2,108.0,4.0
